# LYPLA2 counter: counter-screen for PME1 inhibitors: inhibitors of human LYPLA2; O95372; recombinant LYPLA2, FP-Rh probe fluorescence polarization; inhibition, % at 5.9 µM; 320,000 tested, 0.38% active; AID 2177;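 active means inhibition above the screen-wide mean plus 3 SD, limit set per campaign, cut at about 26% in these data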;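 further: 0% = LYPLA2 with DMSO and 100% = wells lacking LYPLA2 enzyme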
# Target sequence (O95372 whole entry, looked up): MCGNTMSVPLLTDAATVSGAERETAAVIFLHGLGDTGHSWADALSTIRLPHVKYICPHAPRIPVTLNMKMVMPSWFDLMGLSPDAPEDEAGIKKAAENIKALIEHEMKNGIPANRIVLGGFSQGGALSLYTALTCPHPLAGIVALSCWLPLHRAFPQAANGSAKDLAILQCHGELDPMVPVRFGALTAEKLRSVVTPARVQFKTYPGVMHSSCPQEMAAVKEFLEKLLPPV
# PAFAH1B3 inh: blocks human PAF acetylhydrolase 1B catalytic subunit 3; Q15102; recombinant PAFAH1B3, FP-rhodamine probe, fluorescence polarization; inhibition, % at 3.39 µM; 340,000 tested, 0.28% active; AID 492972;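 active means inhibition above the screen-wide average of all tested compounds plus 3 SD, cut at about 25% in these data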;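 further: 0% = enzyme with DMSO only and 100% = wells lacking PAFAH1B3 protein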
# PAD4 inh: blocks human protein arginine deiminase 4. 330,000 tested, 0.41% active. inhibition, % at 6.36 µM. Q9UM07. recombinant PAD4, RCA probe fluorescence polarization;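 active means percent inhibition above a cutoff equal to the mean of all tested compounds plus 3 SD, cut at about 15% in these data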;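 further: 0% = PAD4 with RCA probe and DMSO and 100% = probe without PAD4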
# EBNA-1 inh: blocks EBNA-1 binding to DNA. EBNA-1 DNA binding, fluorescence polarization. inhibition, % at 14.8 µM. 300,000 tested, 0.34% active. AID 1950; in the data active means inhibition above about 28%
# GSTO1 counter: GSTO1 inhibition, counter-screen for RBBP9 inhibitors; P78417; recombinant GSTO1, activity-based probe fluorescence polarization; inhibition, % at 5.96 µM; 300,000 tested, 1.1% active; AID 1974;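 active means inhibition above the campaign mean inhibition plus 3 SD, cut at about 35% in these data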;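 further: 0% = GSTO1-1 with DMSO and 100% = wells lacking GSTO1-1 enzyme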
# Target sequence (P78417 whole entry, looked up): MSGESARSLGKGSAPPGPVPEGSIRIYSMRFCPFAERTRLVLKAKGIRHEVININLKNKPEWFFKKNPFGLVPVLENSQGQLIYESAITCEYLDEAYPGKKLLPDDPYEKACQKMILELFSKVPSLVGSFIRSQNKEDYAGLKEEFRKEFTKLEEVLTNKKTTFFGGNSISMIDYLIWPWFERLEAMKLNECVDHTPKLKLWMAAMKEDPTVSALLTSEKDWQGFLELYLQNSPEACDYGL
# PAFAH2 FP inh: inhibitors of human PAFAH2. inhibition, % at 3.39 µM. 340,000 tested, 0.99% active. recombinant PAFAH2, FP-rhodamine activity probe, fluorescence polarization. Q99487;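 active means inhibition above the mean over all tested compounds plus 3 SD, cut at about 30% in these data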;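 further: inhibitors block probe labeling of enzyme so polarization drops; 0% = enzyme with DMSO and 100% = wells lacking PAFAH2 protein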
# LYPLA1 counter: LYPLA1 (human) inhibition in PME1 counter-screen. O75608. recombinant LYPLA1, FP-Rh probe fluorescence polarization. inhibition, % at 5.9 µM. 320,000 tested, 0.16% active. AID 2174;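 active means inhibition above the mean of all tested compounds plus 3 SD, set per campaign, cut at about 14% in these data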;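 further: inhibitors block serine hydrolase probe labeling of LYPLA1 so polarization falls; 0% = enzyme with DMSO and 100% = wells lacking LYPLA1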
# Target sequence (O75608 whole entry, looked up): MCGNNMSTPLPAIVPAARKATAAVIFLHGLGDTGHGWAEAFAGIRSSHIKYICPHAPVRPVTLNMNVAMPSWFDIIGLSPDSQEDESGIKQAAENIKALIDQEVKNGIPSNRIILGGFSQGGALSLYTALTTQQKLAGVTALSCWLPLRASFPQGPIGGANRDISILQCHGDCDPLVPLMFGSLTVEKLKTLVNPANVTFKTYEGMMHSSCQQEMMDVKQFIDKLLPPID
# ZTA DNA inh: counter-screen for EBNA-1 inhibitors: inhibitors of Epstein-Barr virus ZTA. P03206. ZTA-DNA binding, fluorescence polarization. inhibition, % at 11 µM. 320,000 tested, 0.15% active; in the data active means inhibition above about 33%
# Target sequence (P03206 whole entry, looked up): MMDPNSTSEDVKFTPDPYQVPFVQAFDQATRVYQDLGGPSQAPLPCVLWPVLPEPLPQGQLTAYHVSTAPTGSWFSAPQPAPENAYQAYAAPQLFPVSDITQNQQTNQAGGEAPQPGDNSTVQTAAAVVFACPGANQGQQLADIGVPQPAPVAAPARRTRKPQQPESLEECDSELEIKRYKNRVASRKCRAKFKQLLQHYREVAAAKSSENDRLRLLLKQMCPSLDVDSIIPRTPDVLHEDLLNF
# PREPL inhibitor: inhibits the human prolyl oligopeptidase-like enzyme | Q4J6C6 | recombinant PREPL, fluorescence polarization activity-based probe | inhibition, % at 5.96 µM | 320,000 tested, 0.68% active | AID 2751; in the data active means inhibition above about 43%;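 further: 0% = enzyme with DMSO and 100% = wells lacking enzyme; many of its hits are not listed in these tables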
# * marks the source's active call; other numbers are inactive results; x = not tested or not shown.
SMILES,LYPLA2 counter,PAFAH1B3 inh,PAD4 inh,EBNA-1 inh,GSTO1 counter,PAFAH2 FP inh,LYPLA1 counter,ZTA DNA inh,PREPL inhibitor
COc1ccccc1NC(=O)c1sc2ncn(CC(=O)N3CCC(C)CC3)c(=O)c2c1C,7.8,7.9,-2.3,-5.5,0.8,-0.4,0.1,-8.7,-2.3
CCOc1ccc(S(=O)(=O)N2CCCCC2)cc1NC(=O)CN1CCCC1c1cccs1 (stereo not drawn),-2.8,-2.0,-0.6,x,x,-0.9,-2.0,-4.1,9.4
CCN(C[C@H]1N[C@@](CC)(C(=O)OC)[C@H]2C(=O)N(Cc3ccccc3)C(=O)[C@@H]12)S(=O)(=O)c1ccc(C)cc1,x,8.8,-2.9,x,x,-1.6,x,x,6.2
COc1ccc(S(=O)(=O)O/N=C2\CCCc3ccccc32)cc1,11.8,-6.1,0.9,3.5,2.8,-6.0,0.9,-0.5,2.6
O=C(CCS(=O)(=O)c1ccccc1)Nc1ccccc1F,-1.6,-1.0,0.7,-14.6,0.4,-1.1,-0.8,5.2,3.6
CC1(C)CC(=O)c2sc(N3CCCCC3)nc2C1,4.8,-1.0,-2.9,-0.4,14.9,2.2,1.5,-14.6,16.0
O=c1[nH]c(/C=C/c2cccc(Br)c2)nc2ccccc12,-0.8,-0.6,1.1,5.5,-7.5,6.5,0.1,-8.3,-0.5
Cc1ccccc1OCC(=O)O/N=C(\N)Cc1ccc(Cl)cc1,2.0,3.9,0.4,1.6,5.7,5.2,5.9,-11.6,14.7
CC(C)(C)C(O)C(Cc1ccccc1Cl)n1cncn1 (stereo not drawn),7.0,-4.0,3.4,0.2,7.6,5.4,5.6,9.9,2.1
O=C(Nc1ccc(-c2nnc(-c3ccco3)o2)cc1)C(c1ccccc1)c1ccccc1,-39.8,-0.7,-6.2,21.3,-2.5,-8.5,-23.9,4.8,-6.8
N#Cc1ccc(CSc2nnc(-c3cccnc3)n2-c2ccccc2)cc1,2.6,5.3,-5.5,-1.1,6.5,7.2,1.4,8.5,46.0*
O=C(Nc1cccc(C(=O)NC2CCCCC2)c1)c1ccccc1,4.0,4.3,3.8,-4.3,3.8,4.6,-0.4,0.7,-4.3
Cc1ccc2c(c1)C(=O)CC1(CCCC1)O2,6.3,6.0,-3.5,4.4,-1.6,2.2,3.3,9.3,3.2
COc1ccc(NC(=O)C(c2ccc(Cl)cc2)C(C)C)cn1 (stereo not drawn),22.0,2.0,0.6,2.5,10.9,-2.9,4.2,-1.7,10.0
Cn1cc(CNC(=O)C2CCC(=O)N(Cc3ccc(Cl)cc3)C2)cn1 (stereo not drawn),-0.8,2.4,-9.7,-12.0,3.5,-1.7,-0.4,-10.3,15.9
CCn1cc(-c2cc(C(=O)O)on2)c(C)n1,-0.4,x,-3.5,2.9,-12.8,x,-1.0,13.4,-3.3
CCN(CC)C(=O)c1ccc2c(c1)nnn2C,4.2,0.3,-3.0,-10.8,1.9,7.6,3.6,-28.7,-2.0
O=C(Oc1ccccc1)N(c1ccccc1)c1ccccc1,-1.1,x,-0.7,-3.8,3.4,x,-0.8,-17.7,0.2
COCCN(Cc1cc2cc(C)c(C)cc2nc1Cl)C(=O)Nc1ccccc1,4.2,-2.8,-1.2,11.2,3.1,-4.2,-0.9,0.8,13.7
CCOc1ccccc1N(CC(=O)NC1CCCC1)C(=O)CCC(=O)Nc1cc(C)on1,-2.4,1.4,-0.2,4.1,1.3,-3.8,-6.0,13.1,4.2
O=C(CCC(=O)Nc1ccc(F)cc1)N/N=C/c1c[nH]c2ccccc12,-4.8,3.3,-4.2,-4.9,4.4,15.8,-4.4,-16.2,6.6
COc1ccc(OCc2cc(C(=O)N(C)Cc3cc(C4CC4)n[nH]3)no2)c(Cl)c1,8.7,3.8,-6.4,-6.5,-5.0,2.7,-1.4,-9.4,15.6
COC(=O)c1sc(NC(=O)C(C)C)c(C(=O)OC)c1C,8.2,-0.9,3.1,-7.0,0.6,-4.5,1.7,-2.0,11.5
COc1cc(NC(=O)c2ccc(F)cc2)c(OC)cc1NC(=O)CN1CCCCC1,-3.5,11.1,-0.2,-9.4,6.8,-11.1,-0.3,-10.4,8.5
C/C(=N\NC(=O)c1c(Br)c(C)nn1C)c1ccc(NC(=O)c2ccoc2C)cc1,-8.4,6.1,-6.5,62.5*,0.5,-5.1,3.6,9.1,9.3
O=C(CSCc1ccc(Cl)cc1)Nc1ccc2c(c1)OCO2,7.6,7.3,3.2,2.4,5.3,9.7,-6.9,-31.1,-6.3
Cc1cc(C(=O)N2CCN(c3ccccc3)CC2)no1,-1.9,-3.0,-3.0,21.0,-9.2,-1.5,-1.3,10.2,3.0
CCc1cc(C(c2ccc(F)cc2)N2CCOCC2)c(NC(=O)c2ccccc2)s1 (stereo not drawn),-8.4,-1.5,0.5,-1.4,-3.5,-2.6,-6.8,-5.5,1.6
Cc1ccsc1/C=N/NC(=O)c1cccs1,2.7,8.9,-1.3,6.5,-6.4,4.4,0.3,-3.5,-4.1
Cn1c(CN2CCOCC2)nnc1SCc1ccccc1,0.6,11.1,-0.2,-3.2,7.3,-0.7,3.6,-9.4,4.6

# Fetched one by one from the entries so far:
SMILES,LYPLA2 counter,PAFAH1B3 inh,PAD4 inh,EBNA-1 inh,GSTO1 counter,PAFAH2 FP inh,LYPLA1 counter,ZTA DNA inh,PREPL inhibitor
Cc1ccsc1/C=N/NC(=O)c1cccs1,2.7,8.9,-1.3,6.5,-6.4,4.4,0.3,-3.5,-4.1
Cc1cc(C(=O)N2CCN(c3ccccc3)CC2)no1,-1.9,-3.0,-3.0,21.0,-9.2,-1.5,-1.3,10.2,3.0
COCCN(Cc1cc2cc(C)c(C)cc2nc1Cl)C(=O)Nc1ccccc1,4.2,-2.8,-1.2,11.2,3.1,-4.2,-0.9,0.8,13.7
O=C(Oc1ccccc1)N(c1ccccc1)c1ccccc1,-1.1,x,-0.7,-3.8,3.4,x,-0.8,-17.7,0.2

# Later entries.
SMILES,LYPLA2 counter,PAFAH1B3 inh,PAD4 inh,EBNA-1 inh,GSTO1 counter,PAFAH2 FP inh,LYPLA1 counter,ZTA DNA inh,PREPL inhibitor
Cc1ccc(S(=O)(=O)NCCNc2ccc([N+](=O)[O-])cc2)cc1,-2.5,11.1,-2.8,-8.8,-1.5,4.4,-6.0,0.6,-24.1
O=C1CCC(C(=O)OCc2cc(=O)oc3ccc4ccccc4c23)=NN1,2.2,1.1,-2.9,-2.4,18.3,1.4,0.4,-10.4,2.4
O=C(C1CCCN(Cc2ccccc2Cl)C1)N1CCCCC1 (stereo not drawn),-7.1,1.5,2.7,2.3,8.1,-2.6,-1.6,-6.7,2.2
NC(=O)N/N=C/c1cc(Br)ccc1OCC(=O)NCc1ccccc1,-2.4,-5.9,-1.4,-3.5,-2.9,9.3,-1.1,1.8,-15.2
Cc1[nH]c(C)c(S(=O)(=O)N2CCN(c3ccc(Cl)cc3)CC2)c1C(=O)N1CCCC1,-1.7,-1.0,-2.0,3.8,3.5,0.5,1.2,3.4,20.3
Cc1cccc(-n2nc([N+](=O)[O-])c(N3CCN(C(=O)c4ccco4)CC3)[n+]2[O-])c1,1.3,7.9,-0.5,-1.8,9.0,4.7,0.0,2.8,13.3
C[C@@]12CCC=C[C@H]1[C@H](c1ccc3ccccc3c1/C=C/c1ccccc1)N(Cc1ccccc1)C2=O,-1.7,-5.0,0.5,6.6,-2.4,-1.3,1.8,-12.6,-13.1
CCc1ccc(NC(=O)CNC(=O)c2nn(-c3ccc(OC)cc3)c(=O)c3ccccc23)cc1,-12.3,-12.8,4.3,1.6,-28.3,-13.3,-6.5,-1.3,-5.8
CSCCC(NC(=O)c1ccc(Cl)cc1Cl)C(=O)NNC(=O)c1ccncc1 (stereo not drawn),0.5,3.1,3.3,x,x,1.1,1.3,3.6,0.8
COc1ccccc1CNC(=O)CN(Cc1ccc(Cl)cc1)S(C)(=O)=O,-0.2,-1.6,-4.8,-24.3,7.3,5.7,-1.5,1.1,-13.4
COc1ccc(CNCCC2(Cc3ccccc3)CC(C)N(C)CC2C)cc1OC (stereo not drawn),-4.0,6.1,0.3,-5.7,3.8,-0.2,-4.6,5.6,14.8
CC1=NN(c2ccccc2)C(=O)/C1=C\c1cc(C)n(-c2cccnc2)c1C,1.0,4.7,0.3,-6.1,5.2,4.8,-2.2,8.0,0.1
O=C(CN1C(=O)/C(=C/c2ccccc2)SC1=S)Nc1ncc(Cc2ccccc2)s1,-24.4,-17.5,-23.3,-0.9,-16.5,-34.0,-17.4,7.0,6.4
Cn1nccc1C(=O)N1CCC(Cc2ccccc2)CC1,1.6,3.1,-2.6,-4.5,4.9,-11.4,0.5,-4.5,8.9
Cc1ccc(S(=O)(=O)N2CCCCC2)cc1NC(=O)CSc1nc(N)cc(=O)[nH]1,x,2.7,-5.2,x,x,0.1,x,x,2.6
COC(=O)c1sccc1NC(=O)Nc1ccccc1OC,-3.9,-3.2,1.7,-11.6,-4.1,-3.9,-0.9,-10.3,-2.9
CCCNC(=S)N1CCN(CC)CC1,3.9,0.7,-3.4,8.8,-2.6,-3.2,-2.3,9.9,1.9
CCCOc1ccc(Oc2ccc(S(=O)(=O)N3CCN(C)CC3)cn2)cc1,2.2,4.9,-4.9,-10.5,6.7,-2.9,2.0,-3.3,-5.0
COc1ccccc1-n1c(C)c(C(=O)O)c2cc(OC)c3ccccc3c21,-3.1,7.6,-1.1,-8.3,5.4,9.8,1.1,8.1,2.6
COc1ccc([C@H]2[C@H](C(=O)C(C)(C)C)N3N=Cc4ccccc4C3C23C(=O)OC(C)(C)OC3=O)cc1 (stereo partly drawn),-8.6,8.9,2.6,3.0,2.1,5.2,0.0,1.9,2.6
O=C(Nc1cc(Cl)cc(Cl)c1)c1cccnc1,-9.9,11.6,2.0,-4.9,-0.6,-5.9,-7.3,-16.9,7.3
CCCCn1c(CN2CCN(C)CC2)nc2ccccc21,4.5,15.1,2.0,7.9,-5.7,4.3,-0.7,3.9,-3.6
CCOC(=O)c1sc(SC)nc1N,4.9,7.8,-1.3,7.0,-0.8,-3.0,2.6,2.9,1.9
CCOC(=O)c1sc2ncnc(OC)c2c1C,8.5,5.6,4.5,-2.6,-1.9,-1.9,2.0,-2.0,21.9
COc1ccc(N2CCN(C(=O)CCc3ccccc3OC)CC2)cc1,-4.1,-1.1,0.9,7.1,-0.9,2.5,-1.2,-0.2,7.3
CC[C@@]12C(=O)N(c3cccc(Br)c3)C(=O)N1[C@H](c1ccc(Cl)cc1)[C@@H]1C(=O)N(C3CCCCC3)C(=O)[C@@H]12,-12.0,-7.1,-2.2,6.2,-0.2,-7.7,-9.8,2.5,6.3
COC(=O)Cn1ccc(N(C)C)c(C#N)c1=O,5.1,2.4,-2.4,-9.0,-3.6,0.8,-0.3,-9.4,16.0
Cc1ccc(CSc2nnc(-c3ccncc3)n2CC2CCCO2)cc1 (stereo not drawn),-0.9,-3.8,3.0,8.2,3.2,4.5,0.6,6.8,21.5
COc1cccc(C(CC(=O)O)NS(=O)(=O)c2ccc3c(c2)N(C(C)=O)CC(C)O3)c1 (stereo not drawn),-5.9,5.0,-6.9,-9.2,-5.2,-2.0,-2.7,0.5,1.0
COc1ccc(NC(=O)c2c(NC(=O)CNCC(C)C)sc3c2CCC3)c(OC)c1,5.8,-9.0,-2.3,5.3,3.2,-5.2,2.2,-9.8,1.4
OCC(O)/C=N/Nc1nc(N2CCCCC2)nc(N2CCCCC2)n1 (stereo not drawn),-2.6,-0.8,-6.2,8.8,1.2,-0.1,-0.5,3.5,-4.6
Cc1nn(Cc2ccc(Cl)cc2Cl)c(Cl)c1/C=N/NC(=O)CNc1cccc(C(F)(F)F)c1,-7.4,x,-3.8,14.5,1.5,x,-1.1,17.2,-6.8

# Screening data (PubChem)

# This is a subset. The share of hits here may be higher or lower than overall.
